Screening results as filed in PubChem BioAssay.
FXIIa inh = human FXIIa protease inhibitors, primary screen, biochemical, 1536-well; inhibition, % at 5 µM; purified FXIIa, Boc-QGR-AMC fluorogenic substrate, 2 h; 220,000 compounds, 0.3% hits; in the data active = inhibition above about 40%;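 note: 0% = enzyme with no compound and 100% = blank without enzyme; many of its hits are not listed in these tables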
FXIa inh = human FXIa protease inhibitors, primary screen, biochemical, 1536-well; purified FXIa, Boc-Glu-Ala-Arg-AMC fluorogenic substrate; inhibition, % at 5 µM; 220,000 compounds, 0.14% hits;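 active = inhibition of at least 40%; inactive = inhibition below 40%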;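 note: fluorescence of freed AMC excited at 355 nm; 0% = enzyme without compound and 100% = no enzyme blank; many of its hits are not listed in these tables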
Target sequence (P03951 19-387 limits assumed): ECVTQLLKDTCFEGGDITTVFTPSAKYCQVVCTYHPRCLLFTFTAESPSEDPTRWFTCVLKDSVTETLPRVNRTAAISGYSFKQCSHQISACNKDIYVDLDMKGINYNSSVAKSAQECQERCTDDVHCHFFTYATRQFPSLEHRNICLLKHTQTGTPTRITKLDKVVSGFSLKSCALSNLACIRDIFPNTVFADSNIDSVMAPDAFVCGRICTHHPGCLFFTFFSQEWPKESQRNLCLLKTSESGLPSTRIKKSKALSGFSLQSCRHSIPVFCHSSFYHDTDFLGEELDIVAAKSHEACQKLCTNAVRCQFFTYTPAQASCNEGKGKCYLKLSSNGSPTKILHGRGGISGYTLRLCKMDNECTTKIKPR
Target sequence (P03951 388-625 limits assumed): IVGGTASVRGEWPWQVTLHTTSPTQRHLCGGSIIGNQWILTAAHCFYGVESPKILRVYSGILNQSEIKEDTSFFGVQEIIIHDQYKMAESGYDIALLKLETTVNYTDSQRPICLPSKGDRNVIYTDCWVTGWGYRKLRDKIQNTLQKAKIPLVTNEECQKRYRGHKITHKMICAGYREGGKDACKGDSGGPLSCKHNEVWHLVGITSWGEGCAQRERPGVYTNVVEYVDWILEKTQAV
thrombin 1536 = human alpha-thrombin inhibitors, primary screen, counter-screen for coagulation protease inhibitor project, biochemical, 1536-well, fluorogenic AMC substrate | 220,000 compounds, 0.26% hits | Boc-VPR-AMC fluorogenic substrate cleavage | inhibition, % at 5 µM | Prothrombin (Homo sapiens), P00734;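 active = inhibition at or above 40%; inactive = inhibition below 40%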;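 note: 0% = enzyme with no compound and 100% = wells without enzyme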
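System: Human alpha-thrombin protein | Medium: pH 7.5 Tris (50 mM) with NaCl 150 mM, Tween 20 0.05% | Times: Enzyme reaction carried out at room temperature | Detection: AMC fluorescence, 355/460 nm | Evaluation: Percent inhibition scaled between no-compound controls and no-enzyme blanks | Benchmarks: Enzyme without compound as high, wells lacking enzyme as low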
L929 necroptosis = inhibitors of zVAD-triggered necroptosis, primary screen, L929 cells. viability rescue, % at 10 µM. AID 1377, 2008. 220,000 compounds, 0.38% hits. L929 zVAD necroptosis rescue, ATP luminescence, 24 h; with zVAD 60 µM;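 active = activation, scaled between plate controls, above about 75%, limit read from the data; inactive = activation under that limit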;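 note: 0% = zVAD with DMSO and 100% = DMSO alone without zVAD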
Hck-Nef inh = inhibitors of Nef-activated human Hck kinase, primary screen, biochemical, Z-Lyte FRET, 384-well, Hck-YEEI; Tyrosine-protein kinase HCK (Homo sapiens), P08631; Recombinant Hck-YEEI plus Nef, Z-Lyte FRET kinase assay; inhibition, % at 20 µM; 220,000 compounds, 0.68% hits; AID 463187, 2010;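 active = Hck-Nef kinase inhibition above about 50%, limit read from the data; inactive = inhibition below that limit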;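 note: 0% = DMSO with Hck plus Nef and 100% = Hck alone without Nef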
TNF necrop inh = inhibitors of TNF-alpha triggered necroptosis, primary screen, cell-based, Jurkat FADD-/-, single concentration; Jurkat FADD-/- TNF necroptosis rescue, ATP luminescence, 24 h; 0 = TNF only, 100 = no-TNF cells; AID 463075, 2010; 220,000 compounds, 0.068% hits; activation (protection from cell death), % at 10 µM;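 active = activation, meaning protection from cell death, of at least 50% relative to plate controls; inactive = activation below 50%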;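 note: necroptosis triggered by 40 ng/mL TNF-alpha added together with compound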
Rad51 HR inh = human RAD51 strand exchange inhibitors, primary screen, biochemical, fluorescence; hRad51 DNA strand exchange, fluorescence dequenching; inhibition, % at 10 µM; 200,000 compounds, 0.085% hits;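 active = inhibition above 40% at the single screening dose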;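 note: 0% = DMSO control wells and 100% = blanks with heterologous ssDNA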
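Assay system: Human Rad51 nucleoprotein filaments preassembled on unlabelled ssDNA | Reagent: Donor/quencher-labelled 47-bp dsDNA substrate | Doses: One concentration, 10 µM final | Times: 37 °C 15-min filament assembly, 30-min compound preincubation, 15-min exchange | Technique: Fluorescein emission 520 nm, excitation 485 nm | Benchmarks: Plate control and blank wells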
Cl transport mod = KCC2 cotransporter modulators, thallium flux, primary screen, cell-based, HEK293 KCC2, FluoZin-2 fluorescence, MLSMR; Solute carrier family 12 member 5 (Homo sapiens), Q9H2X9; KCC2 cells, thallium flux FluoZin-2 fluorescence; B-score of Tl+ flux slope (higher = more flux/activation; lower = inhibition) at 10 µM; 190,000 compounds, 2.2% hits;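 active = thallium flux slope and its plate-corrected score both differing from the plate sample mean at a set confidence after two filtering rounds, in either direction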;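 note: slope of fluorescence scaled to starting intensity during 10 to 20 s after thallium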
hK5 inh = human KLK5 protease inhibitors, primary screen, biochemical, 1536-well | recombinant hK5, fluorogenic AMC substrate cleavage | inhibition, % at 5 µM | 210,000 compounds, 0.59% hits;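 active = inhibition of 40% or more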;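 note: 0% = enzyme controls without compound and 100% = no-enzyme blanks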
Target sequence (Q9Y337 67-293 limits assumed): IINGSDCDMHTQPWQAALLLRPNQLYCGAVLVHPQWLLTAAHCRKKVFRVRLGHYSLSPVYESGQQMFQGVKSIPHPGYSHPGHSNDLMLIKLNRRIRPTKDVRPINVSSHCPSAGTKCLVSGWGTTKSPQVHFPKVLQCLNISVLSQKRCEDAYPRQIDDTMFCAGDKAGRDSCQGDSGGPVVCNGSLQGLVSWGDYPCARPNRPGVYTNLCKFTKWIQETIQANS
The depositor's hits bear a star; nt = not tested or not shown. These rows are one share of the data (hit frequency here may not be typical).

SMILES	FXIIa inh	FXIa inh	thrombin 1536	L929 necroptosis	Hck-Nef inh	TNF necrop inh	Rad51 HR inh	Cl transport mod	hK5 inh
CC(C)Cn1c2c(c(O)c(C(=O)Nc3nccs3)c1=O)CCCC2	15	6	2	1.4	0	0.0	nt	2.3	13
O=C(COC(=O)CCNS(=O)(=O)c1cccc(C(F)(F)F)c1)NC(=O)NC1CCCCC1	14	19	4	-0.4	1	-1.0	7	0.77	6
COCC(=O)OCC(=O)Nc1cc([N+](=O)[O-])ccc1Cl	3	-5	2	1.9	17	-0.4	13	-0.53	-14
O=C(CN1CCC(C(=O)c2ccc3c(c2)OCCO3)CC1)NC1CCCC1	15	8	-2	0.2	1	-0.6	-7	0.49	-4
CCN1CCCC1CNC(=O)C1CCN(C(=O)c2cc3sccc3n2Cc2ccc(F)cc2)CC1 (stereo unspecified)	7	2	-5	-0.9	26	-1.9	-4	-0.99	4
Cc1ccc(CNc2nc3ccc(C)cc3n3cnnc23)cc1	10	3	-7	1.3	3	-0.4	-2	-2.1	-33
CC(=O)Nc1cccc(C(=O)/C=C/c2ccc[nH]2)c1	5	-4	1	3.5	-5	1.6	-16	-0.84	-7
CCOC(=O)c1[nH]c2ccc(Cl)cc2c1NC(=O)c1nonc1C	9	0	0	0.4	2	-0.5	-37	1.7	-13
O=C(CCc1nc2ccccc2c(=O)[nH]1)NCc1ccco1	7	-3	-2	0.8	7	0.6	10	0.56	5
CCn1c(SCC(=O)Nc2ccc3c(c2)OCO3)nc2ccccc21	15	7	4	0.4	7	0.0	-3	0.36	-13
NC(=O)COc1ccc(-c2noc(COc3ccccc3[N+](=O)[O-])n2)cc1	-9	-3	-13	2.5	-1	1.5	-8	0.34	-7
Cc1nc(C(N)=O)nc2ccccc12	3	3	-4	0.4	13	1.4	1	-0.52	6
CCc1cc2c(SCC(=O)c3cccs3)ncnc2s1	11	-1	-1	-0.1	1	-0.4	-3	nt	-2
CC(=O)c1cnc(Nc2cccc(Cl)c2Cl)s1	6	4	-1	2.1	-8	5.6	7	0.064	-7
N=c1sccn1CC(=O)Nc1ccc(S(=O)(=O)N2CCOCC2)cc1	26	16	0	0.8	-1	1.9	10	0.39	-19
NC(=O)CSc1nnc(-c2ccncc2)n1CCc1ccccc1	0	-7	-9	0.2	1	0.4	-2	0.84	26
O=C(Cn1c(-c2cscn2)nc2ccccc21)Nc1cc(F)ccc1F	0	3	1	0.3	0	-3.7	-6	-0.32	2
O=C(CCSc1ccccc1)Nc1nc2c(s1)CCCC2	13	5	-1	-0.2	2	2.6	-2	-0.35	1
O=C(Nc1ccc(Br)cn1)c1ccc([N+](=O)[O-])cc1Cl	5	-3	2	1.6	7	-1.5	7	-0.69	-15
O=C(Nc1nnc(CCS(=O)(=O)c2ccc(Br)cc2)s1)c1ccc([N+](=O)[O-])cc1	12	2	2	0.2	2	-0.9	-5	0.45	-25
CCCCCOC(=O)CSc1n[nH]c(=O)[nH]c1=O	8	-11	-1	0.5	-1	1.4	0	1.2	-6
O=c1ccc(Cc2ccccn2)n[nH]1	12	4	4	-0.1	2	1.4	-3	2.4*	-11
COC(=O)Nc1ccc(NC(C)=O)cc1	4	4	-8	-0.2	1	-0.5	2	1.3	-12
CCn1nc(C)c([N+](=O)[O-])c1C(=O)NNC(=O)c1ccccc1Cl	10	-4	5	-0.3	7	-1.2	5	0.84	-7
CCCCNC(=S)NC(=O)c1ccc(Cl)cc1Cl	0	-16	36	-0.1	-1	-1.6	nt	5.3*	-15
O=C(COc1ccc(Br)cc1Cl)c1ccc[nH]1	4	-6	-2	-0.6	-4	-1.0	18	-0.066	-12
C/C(NCc1cccnc1)=C(\C#N)C(=O)NCc1ccccc1	-7	-6	-3	-0.3	3	-2.1	-7	-0.93	3
Nc1c(-c2ccc(Cl)cc2)nnn1-c1ccccc1	8	7	9	0.3	1	-2.3	-26	nt	34
CCOc1ccc(CSCCNC(=S)Nc2ccccc2)cc1	-6	1	20	-0.5	0	-2.8	-8	0.02	51*
CCSc1nnc(-c2cccs2)o1	-8	1	2	0.3	0	1.2	10	-0.79	-6
COCCCn1c(SCC(=O)NC(C)(C)C)nnc1-c1cccs1	5	-5	-5	-1.1	24	3.5	-4	-0.16	-1
Cc1ccc(-c2nc3ccc(C(=O)O)cc3nc2-c2ccc(C)cc2)cc1	11	20	1	-0.2	3	-2.9	-7	-1.3	-3
CCOC(=O)CSc1nnc(CNc2ccc(Cl)cc2)n1-c1ccccc1	-2	0	-8	1.9	-9	2.1	-4	0.098	-4
COc1ccc(C2C3=C(CC(C)(C)CC3=O)N(C)C3=C2C(=O)CC(C)(C)C3)cc1	9	-4	-6	-0.7	51*	0.3	4	nt	0
Cc1cccc(C)c1NC(=O)NC1(C(=O)NCCCN2CCOCC2)CCCCC1	18	10	3	0.3	7	0.0	5	0.26	-12
O=C1NC(c2cn(-c3ccccc3)nc2-c2cccs2)C(C(=O)c2cccnc2)C(O)(C(F)(F)F)N1 (stereo unspecified)	6	1	2	0.3	2	0.6	-7	-0.25	-4
COc1ccc(NC(=O)c2ccc(N(C)S(C)(=O)=O)cc2)cc1OC	8	1	-5	0.5	6	-2.0	-5	-0.16	-7
O=C(O)CCCCCn1c(SCC(=O)c2ccc(O)c(O)c2)nc2ccsc2c1=O	0	-8	-2	nt	20	0.1	nt	-0.039	-62
N/C(=N\NS(=O)(=O)c1ccccc1C(F)(F)F)c1ccccn1	6	1	-2	1.3	12	1.4	-2	nt	-4
COc1cccc(OC)c1NC(=O)c1nc2c(nnn2Cc2ccccc2Cl)c(=O)[nH]1	11	1	0	2.0	25	-0.3	9	-2.6	2
CCN1CCN(CCCN(Cc2cccs2)C(=S)Nc2ccccc2C)CC1	6	-6	-7	0.3	-2	0.7	-1	-0.024	-3
COc1cc(OC)cc(C(=O)Nn2cc(C(=O)Nc3ccccc3F)c3ccccc3c2=O)c1	7	13	2	-0.2	0	-5.4	19	1.3	-2
CC(=O)c1cn(CC(=O)Nc2c(C)cccc2C)c2ccccc12	3	-6	-3	-0.2	1	-3.1	-8	0.53	10
COc1ccc(NC(=O)CSc2ncnc3c2cnn3Cc2ccccc2)cc1OC	-11	-9	-10	0.0	1	1.4	-1	0.94	-23
COc1ccc(NC(=O)Nc2ccc(C(=O)N3CCOCC3)cc2)c(OC)c1	7	0	-4	2.0	2	-0.1	10	1.1	nt
OCC1CCCN(C(=S)NCCc2ccccc2)C1 (stereo unspecified)	0	-7	-6	0.1	1	-0.5	5	0.058	27
CCCCC(=O)N1CCCC(c2nc(-c3cccc(OC)c3)no2)C1 (stereo unspecified)	-3	-5	-15	0.8	16	1.1	11	-3.3	-5
Cc1cc(C(=O)NNC(=O)c2ccc(Cl)cc2)no1	2	-3	-8	-0.1	17	-0.1	nt	5.9*	-2
COc1ccc(-c2nc(C#N)c(NCC3CCCO3)o2)cc1 (stereo unspecified)	13	4	2	0.2	8	-1.3	-6	-0.048	-20
Cc1ccc(NC(=S)NCC2CCCO2)c(OC(F)F)c1 (stereo unspecified)	14	3	-4	0.1	4	-2.3	-3	2	-3
Cc1nc(NC(=O)c2ccccc2)sc1C1(C)CC(c2ccccc2F)=NO1 (stereo unspecified)	8	0	2	0.8	15	-0.5	6	-0.17	1
COc1ccc(OC)c(S(=O)(=O)N(C)CC(=O)N2CCc3ccccc3C2)c1	7	-6	-4	-0.1	0	-0.5	2	-1.8	-12
CC(=O)Nc1nnc(SCc2ccccc2F)s1	4	-22	-1	-0.7	2	1.8	-1	-0.068	8
CCCn1c(SCC(=O)Nc2ccc(OC)cc2[N+](=O)[O-])n[nH]c1=O	16	16	4	1.1	21	-0.1	-7	-0.28	8
COc1ccc(OC)c(Nc2nc(N)nc(CCl)n2)c1	10	3	3	-0.9	21	-27	9	-0.051	3
Cc1nc2ccccc2nc1OCC(=O)NCc1ccc2c(c1)OCO2	-16	-11	-6	-0.1	2	-3.0	2	-0.75	1
c1ccc(CCN2CCN(c3ncnc4c3cnn4-c3ccccc3)CC2)cc1	-13	-3	-5	0.0	7	0.7	-4	-1	-1
CC1=Nn2c(nnc2-c2ccco2)SC1	25	18	0	0.5	-2	1.6	-10	nt	2
COc1cccc(N(CC(=O)NC2CCCC2)C(=O)Cn2nnc(-c3ccc(C)cc3)n2)c1	6	3	-6	-0.5	-2	-3.0	-5	-0.033	7
CCN(C(=O)c1cn(C)c(=O)c2cc(OC)c(OC)cc12)c1ccccc1C	14	4	4	0.1	3	1.0	4	0.6	4

Next entries follow.
SMILES	FXIIa inh	FXIa inh	thrombin 1536	L929 necroptosis	Hck-Nef inh	TNF necrop inh	Rad51 HR inh	Cl transport mod	hK5 inh
COc1cccc(-n2c(SCC(=O)NCCC3=CCCCC3)nc3n[nH]c(C)c3c2=N)c1	11	4	-1	41	2	-4.3	-1	nt	-11
CCC(C)N(C)C1CCN(C(=S)Nc2cccc(SC)c2)CC1 (stereo unspecified)	4	-3	-5	0.8	-12	0.5	nt	0.21	nt
COc1cccc(NC(=O)N2CCN(S(C)(=O)=O)CC2)c1	9	1	-1	-1.6	-29	-0.1	3	1.4	6
c1cc(CNc2ccc3c(c2)OCCO3)ccn1	18	-1	4	0.0	1	-1.6	-11	0.4	-9
CC(C)c1ccccc1-n1c(SCC(=O)c2ccc3c(c2)NC(=O)CO3)nc2ccccc2c1=O	8	-3	0	-0.5	16	-2.5	8	-0.014	-7
Cc1cc(S(=O)(=O)NCC(C)C)ccc1OCC(=O)N1CCOCC1	6	2	3	-0.2	1	-1.4	4	-0.39	-5
CC(C)c1onc(C(=O)Nc2cccnc2Cl)c1[N+](=O)[O-]	7	-7	-1	0.3	6	-0.4	nt	1.2	nt
Cc1cc(C)c(C#N)c(SCC(=O)Nc2ccccc2C)n1	5	-1	-1	0.1	19	1.5	10	nt	13
CC1CCc2cc(F)ccc2N1C(=O)CN1C(=O)c2ccccc2C1=O (stereo unspecified)	14	4	4	0.4	0	0.4	-4	-0.073	-3

Entries above that bear a hit mark in Hck-Nef inh.
| SMILES | FXIIa inh | FXIa inh | Hck-Nef inh | Rad51 HR inh | Cl transport mod | hK5 inh |
| --- | --- | --- | --- | --- | --- | --- |
| COc1ccc(C2C3=C(CC(C)(C)CC3=O)N(C)C3=C2C(=O)CC(C)(C)C3)cc1 | 9 | -4 | 51* | 4 | nt | 0 |
